Bioassay records from PubChem.
proKLK7 act: activators of human kallikrein-7 zymogen | activation, % at 7 µM | purified proKLK7, EDANS-DABCYL substrate fluorescence; 100% is mature enzyme control, 0% vehicle | AID 652039 | hit rate 0.9% among 370,000 | P49862;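 active = activation above the mean of all tested compounds plus 3 SD, computed per campaign excluding outliers beyond control limits, cut at about 13% in these data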
Target sequence (P49862 whole entry, looked up): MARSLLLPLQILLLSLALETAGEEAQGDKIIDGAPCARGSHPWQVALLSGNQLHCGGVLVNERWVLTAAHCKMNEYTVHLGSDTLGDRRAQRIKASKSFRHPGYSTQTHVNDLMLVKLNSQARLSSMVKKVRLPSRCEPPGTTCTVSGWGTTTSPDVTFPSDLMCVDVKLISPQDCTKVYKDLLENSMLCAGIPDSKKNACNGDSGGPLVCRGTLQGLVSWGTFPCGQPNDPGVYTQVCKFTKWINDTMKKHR
ADAM17 inh: inhibitors of human ADAM17 | recombinant ADAM17, EDANS/DABCYL FRET peptide cleavage | inhibition, % at 6.95 µM | P78536 | hit rate 0.83% among 370,000;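 active = inhibition above the mean of compounds lying between control limits plus 3 SD, set per campaign, cut at about 8.5% in these data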;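 note: 0% = DMSO-only wells as the low control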
Target sequence (P78536 215-824 limits assumed): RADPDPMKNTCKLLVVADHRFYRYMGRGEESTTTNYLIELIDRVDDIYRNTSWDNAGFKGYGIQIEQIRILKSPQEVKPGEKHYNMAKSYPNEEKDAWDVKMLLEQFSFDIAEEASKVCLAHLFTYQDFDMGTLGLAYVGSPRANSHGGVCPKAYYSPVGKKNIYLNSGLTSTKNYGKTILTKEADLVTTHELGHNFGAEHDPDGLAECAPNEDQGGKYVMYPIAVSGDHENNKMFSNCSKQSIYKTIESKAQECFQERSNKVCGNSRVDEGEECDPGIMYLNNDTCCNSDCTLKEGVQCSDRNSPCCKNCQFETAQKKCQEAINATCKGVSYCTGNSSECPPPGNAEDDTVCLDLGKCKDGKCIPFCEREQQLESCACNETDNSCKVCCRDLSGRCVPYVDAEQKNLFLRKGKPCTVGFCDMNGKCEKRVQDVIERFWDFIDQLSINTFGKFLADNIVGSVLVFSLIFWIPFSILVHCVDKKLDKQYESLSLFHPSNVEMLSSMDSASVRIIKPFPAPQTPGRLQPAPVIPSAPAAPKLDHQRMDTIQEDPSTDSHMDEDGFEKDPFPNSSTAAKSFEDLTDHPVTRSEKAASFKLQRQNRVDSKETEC
ASAP1 GAP inh: blocks human ASAP1-stimulated Arf1 GTP hydrolysis; Q9ULH1; GDP FP detection; inhibition, % at 16.5 µM; hit rate 0.19% among 360,000; AID 624377; in the data active = inhibition above about 25%;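 note: 0% = vehicle with enzyme and substrate and 100% = no enzyme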
ARFGAP1 inhibitor: rat ARFGAP1 inhibition. Q62848. hit rate 0.26% among 360,000. inhibition, % at 16.5 µM. Arfgap1-stimulated ARF1 GTP hydrolysis, GDP FP detection. AID 651572;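 active = inhibition above a per-plate limit, mean inhibition of low control wells plus 3 SD, cut at about 25% in these data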;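 note: 0% = DMSO wells with enzyme and 100% = wells lacking Arfgap1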
Target sequence (Q62848 1-136 limits assumed): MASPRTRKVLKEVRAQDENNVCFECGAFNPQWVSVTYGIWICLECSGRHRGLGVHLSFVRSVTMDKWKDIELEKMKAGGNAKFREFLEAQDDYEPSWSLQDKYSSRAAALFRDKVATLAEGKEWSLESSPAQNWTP
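Material: rat Arfgap1 GAP domain (His6, aa 1-136), purified enzyme. Also added: human ARF1(Δ1-17)-GTP substrate. Compound dosing: 16.5 µM single point, 1.26% DMSO. Timing: enzyme reaction 120 min at 25 °C after 20 min preincubation. Signal: GDP detection by fluorescence polarization. Read-out basis: percent inhibition of GAP-stimulated GDP formation, scaled between DMSO and no-Arfgap1 medians.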
PLCg1 inh: blocks human PLC-gamma1 enzyme activity. P19174. purified PLC-gamma1, fluorogenic substrate, fluorescence. inhibition, % at 12.2 µM. hit rate 0.84% among 370,000. AID 720700; in the data active = inhibition above about 9.5%
LEDGF integ inh: blocks HIV-1 LEDGF/p75-dependent DNA integration; TR-FRET IN-LEDGF/p75 DNA integration, Eu/Cy5; inhibition, % at 3.7 µM; hit rate 0.64% among 370,000;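 active = inhibition above the screen-wide mean plus 3 SD, cut at about 13% in these data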;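 note: signal is the Cy5 over europium emission ratio at 671 and 618 nm; 0% = plate median of compound wells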
DDE Tn6 FP inh: disrupts Tn6 cyclic peptide binding to fibrin D-Dimer-E complex; P02675; Fibrin DD(E) TRITC-Tn6 fluorescence polarization displacement; inhibition, % at 8.3 µM; hit rate 0.21% among 370,000; AID 720509;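 active = inhibition above a per-campaign cutoff: mean of compounds within control limits plus 3 SD, cut at about 15% in these data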;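 note: 0% = median of all compound wells on the plate and 100% = blocking peptide control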
TDP2 absorb: blocks human TDP2 phosphodiesterase activity; recombinant TDP2, T5PNP hydrolysis, p-nitrophenol absorbance 415 nm; inhibition, % at 12.8 µM; O95551; AID 720702; hit rate 0.34% among 370,000;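 active = inhibition above the mean of all tested compounds plus 3 SD, set per campaign, cut at about 25% in these data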;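 note: 0% = DMSO with enzyme and 100% = buffer with substrate but no TDP2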
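Evaluation: % inhibition relative to enzyme-containing and enzyme-free wells. Material: recombinant human TDP2. Benchmarks: enzyme-free and DMSO wells. Timing: enzyme reaction with compound for 2 h at 37 °C. Compound dosing: 12.8 µM only. Measured by: p-Nitrophenol epi absorbance. Reagent: T5PNP substrate at 5 mM, a TopII-DNA adduct mimic. Replication: single well per compound.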
DDE Tn7 FP inh: disrupts Tn7 cyclic peptide binding to fibrin D-Dimer-E complex | P02675 | FP displacement of FITC-Tn7 peptide from fibrin DD(E); 0% = median of compound wells per plate | inhibition, % at 8.3 µM | hit rate 0.13% among 370,000;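 active = inhibition above the mean of compounds falling within the control limits plus 3 SD of them, cut at about 14% in these data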;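 note: 0% = plate median of compound wells and 100% = 10 µM Aha-Tn7 peptide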
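Assay system: Fibrin-DD(E) protein isolated from polymerized human fibrin clots; read-out basis: percent inhibition; medium: Tris/NaCl/CaCl2 buffer, pH 7.8; signal: FP measurement; incubation: 10 min plus 3 h, room temperature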
ADAM10 inh: inhibits human ADAM10; O14672; recombinant ADAM10, EDANS/DABCYL FRET peptide cleavage, 3 h; inhibition, % at 7 µM; hit rate 0.62% among 370,000; AID 720582;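 active = inhibition above a per-campaign cutoff equal to the mean of compounds falling between control-based bounds plus 3 SD, cut at about 20% in these data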;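 note: 0% = DMSO wells while the 100% control is not disclosed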
Numbers without * were called inactive; · = no result given.

Sequence of screens: proKLK7 act	ADAM17 inh	ASAP1 GAP inh	ARFGAP1 inhibitor	PLCg1 inh	LEDGF integ inh	DDE Tn6 FP inh	TDP2 absorb	DDE Tn7 FP inh	ADAM10 inh
(1) COc1ccc(CNS(=O)(=O)c2cc(Br)ccc2Br)c(OC)c1
  -0.3	8	-3	-3	9	2	-1	-13	-1	14
(2) O=C(CCN1C(=O)COc2ccccc21)NCCCN1CCN(c2ccccc2F)CC1
  0.6	-1	-4	10	1	-3	3	8	5	3
(3) CCOC(=O)c1ccc(NS(=O)(=O)c2c(C)n[nH]c2C)cc1
  -0.1	1	-14	-8	2	1	1	2	9	0
(4) O=[N+]([O-])c1ccc(Nc2cccc3c2[nH]c2c(-c4ccccc4)nccc23)c([N+](=O)[O-])c1
  0.2	1	5	-2	1	1	6	-5	0	1
(5) NC(=S)N=Nc1c(O)[nH]c2ccccc12
  -0.1	-6	0	6	3	-2	2	5	9	-2
(6) CC(C)(C)c1ccc(-n2ncc3c2CCCC3NC(=O)C2=NNC(=O)CC2)cc1 (stereo unspecified)
  0.2	-1	5	-9	-2	0	-6	4	1	1
(7) CCN(CC(=O)Nc1ccc(N2CCOCC2)cc1)C(=O)c1ccc(C(F)(F)F)cc1
  0.1	-1	-14	-2	5	2	-6	-6	0	9
(8) O=C(COc1ccc(Cl)cc1Cl)NNC(=O)c1cccnc1
  -0.6	2	6	6	4	0	-4	-10	-2	-6
(9) CCn1cc(CN2CCC(n3nccc3NC(=O)Cc3ccccc3)CC2)c(C)n1
  0.1	-6	5	0	9	3	-4	-6	-1	5
(10) COc1ccccc1NC(=O)C(C)OC(=O)C1CC(=O)N(Cc2ccco2)C1 (stereo unspecified)
  0.3	-2	-1	-5	-2	0	-2	-7	7	-4
(11) CCC(NC(=O)NCc1ccc2c(c1)OCO2)(C(F)(F)F)C(F)(F)F
  -0.4	0	6	-10	-2	0	-6	-8	-4	2
(12) CN(C(=O)c1ccc(NC(=O)Cc2ccc(NC(=O)C3CCCN(S(=O)(=O)c4cccc([N+](=O)[O-])c4)C3)cc2)cc1)C1CCCC1 (stereo unspecified)
  0.2	8	-9	-8	5	3	-2	-10	-2	23*
(13) Cc1c(NC(=O)Nc2c(Cl)cccc2Cl)c(=O)n(-c2ccccc2)n1C
  -0.8	-3	-5	9	-1	0	5	4	1	9
(14) CCOC(=O)C(C(=O)OCC)C(C(=O)OCC)N1CCOCC1 (stereo unspecified)
  0.4	-5	6	-4	-2	-5	-1	-2	10	4
(15) COc1ccc(OC)c(NC(=O)CNC(=O)c2ccc([N+](=O)[O-])cc2)c1
  0.3	-2	-1	4	-1	0	8	-6	-2	8
(16) Cc1cc(C)c2sc(N(CCN(C)C)C(=O)c3ccc4ccccc4c3)nc2c1
  -0.9	10*	15	3	5	4	-1	-2	-2	3
(17) CN(Cc1ccccc1)c1nccn2ccnc12
  0.0	-4	14	5	-3	-3	-1	-6	-2	-10
(18) CCN(CC(=O)N1CCN(Cc2ccccc2)CC1)S(=O)(=O)c1ccc(C)cc1
  0.7	0	4	12	-1	-3	9	-6	2	3
(19) O=C1C(=Cc2ccco2)C(=O)c2ccccc21
  0.0	-1	0	-3	-4	14*	-4	-1	4	-4
(20) O=C(CSc1nc(-c2ccccc2)ns1)NCC1CCCO1 (stereo unspecified)
  0.7	-7	-7	-6	2	-2	-2	6	8	-6

Sequence of screens: proKLK7 act	ADAM17 inh	ASAP1 GAP inh	ARFGAP1 inhibitor	PLCg1 inh	LEDGF integ inh	DDE Tn6 FP inh	TDP2 absorb	DDE Tn7 FP inh	ADAM10 inh
(21) Cc1ccc(NC(=O)CCN2C(=O)c3ccccc3Sc3ncccc32)cc1
  0.0	0	-2	-4	1	1	2	7	-3	0
(22) CCN1CCC(O)(/C=C/c2ccc(C(C)C)cc2)C(C(=O)/C=C/c2ccc(C(C)C)cc2)C1 (stereo unspecified)
  -0.5	-2	9	5	-4	-3	-1	3	-6	-2
(23) CCOC(=O)[C@]12CCCC=C1N(CCc1ccc(OC)c(OC)c1)C(=O)[C@H](CC(=O)N1CCCCC1)C2
  0.6	-6	-6	-13	1	1	-3	1	-1	-16
(24) O=C(c1ccncc1)N1CCN(S(=O)(=O)c2cccc(C(F)(F)F)c2)CC1
  -0.5	0	-13	-1	0	-1	8	5	4	-2
(25) CSc1ccc(C#N)cc1NC(=O)c1ccc(Cl)cc1Cl
  0.7	0	-2	5	1	-1	-2	-4	-7	5
(26) COC(=O)C1=C(C(=O)OC)[C@@H]2N(C)c3ccccc3[C@@]23C[C@@H](CO)N(C(=O)C2CCC2)C3=N1
  0.4	-3	-8	5	-1	0	-7	10	6	10
(27) CCn1cc(C(=O)OCC(=O)Nc2cccc(S(=O)(=O)N3CCOCC3)c2)c(=O)c2ccc(C)nc21
  0.1	5	4	-16	4	11	-4	-17	-2	-2
(28) Fc1ccccc1-c1n[nH]c(=S)n1N=Cc1ccc(OCc2ccccc2)cc1
  1.0	8	·	·	-6	-3	9	-2	2	25*
(29) C/C(=N/NC(=O)c1cccc(Br)c1)C1CC2CCC1C2 (stereo unspecified)
  0.1	0	4	0	0	2	4	8	-4	12
(30) COc1ccc2cc(CCNS(=O)(=O)c3c(C)cc(C)cc3C)c(=O)[nH]c2c1
  -0.2	-9	10	7	4	2	1	-3	-1	-15
(31) Cc1cc(C)cc(NC(=O)CSc2nc3c(oc4ccccc43)c(=O)n2-c2ccccc2)c1
  0.6	-3	-5	-6	2	-1	8	0	3	-4
(32) Cc1ccccc1-n1c(-c2ccoc2C)n[nH]c1=S
  -0.3	1	-5	6	0	5	0	11	4	3
(33) O=C(CCC(=O)N1CCN(S(=O)(=O)c2ccc3ccccc3c2)CC1)Nc1cc(Cl)cc(Cl)c1
  0.1	3	10	-14	8	8	6	-10	6	18
(34) CC(=O)Nc1ccccc1C(=O)C(=O)Nc1ccc(C(=O)NCC2CCCO2)cc1 (stereo unspecified)
  0.6	2	0	4	3	8	-1	-15	1	9
(35) Cc1ccc(S(=O)(=O)NNC(=O)c2sc(NS(=O)(=O)c3ccccc3)nc2C)cc1
  0.7	-1	-4	-4	-2	-2	-5	21	-5	-3
(36) O=C(Cc1nc2ccccc2[nH]c1=O)c1ccccc1
  0.7	-11	2	-2	-16	0	-3	9	8	-14
(37) Cc1cc(N2C(=O)c3ccc(C(=O)Nc4ccc(CC(=O)O)cc4)cc3C2=O)no1
  -0.1	-1	5	-6	1	-3	7	-4	2	3
(38) Cc1ccc(C(C)C)c(OCC(=O)N2CCOCC2)c1
  0.0	-1	-9	9	2	3	1	2	-7	-8
(39) CC[C@]12c3[nH]c4ccccc4c3CCN1C(=O)C(CC(=O)NCCC1=CCCCC1)C[C@@H]2C(=O)N1CCN(C(=O)C2CC2)CC1 (stereo partly specified)
  0.6	-4	-1	6	4	-2	-6	6	-1	3
(40) O=C(NN1CCOCC1)c1cccc(COc2cccc(Br)c2)c1
  0.2	-2	-15	13	0	-4	8	3	-3	-7

Ordered by molar mass (falling): three of the compounds above.
Sequence of screens: proKLK7 act	ADAM17 inh	ASAP1 GAP inh	ARFGAP1 inhibitor	PLCg1 inh	LEDGF integ inh	DDE Tn6 FP inh	TDP2 absorb	DDE Tn7 FP inh	ADAM10 inh
(23) CCOC(=O)[C@]12CCCC=C1N(CCc1ccc(OC)c(OC)c1)C(=O)[C@H](CC(=O)N1CCCCC1)C2
  0.6	-6	-6	-13	1	1	-3	1	-1	-16
(35) Cc1ccc(S(=O)(=O)NNC(=O)c2sc(NS(=O)(=O)c3ccccc3)nc2C)cc1
  0.7	-1	-4	-4	-2	-2	-5	21	-5	-3
(31) Cc1cc(C)cc(NC(=O)CSc2nc3c(oc4ccccc43)c(=O)n2-c2ccccc2)c1
  0.6	-3	-5	-6	2	-1	8	0	3	-4

Going on with the list:
Sequence of screens: proKLK7 act	ADAM17 inh	ASAP1 GAP inh	ARFGAP1 inhibitor	PLCg1 inh	LEDGF integ inh	DDE Tn6 FP inh	TDP2 absorb	DDE Tn7 FP inh	ADAM10 inh
(41) CCOC(=O)C(=O)Nc1cc([N+](=O)[O-])ccc1C
  0.2	-2	5	-6	1	2	-5	12	1	-1
(42) COC(=O)N/N=C\c1cc2c(cc1Br)OCO2
  -0.3	1	-3	-5	6	3	17*	7	1	-2
(43) CCN(CC)CCNC(=O)c1ccc(NC(=O)c2ccc(Cl)c(S(=O)(=O)N3CCCCCC3)c2)cc1
  0.6	-5	0	11	-1	0	-7	-3	6	-3
(44) Cn1ccnc1C1CCCCN1Cc1nc(-c2ccc(Cl)cc2)no1 (stereo unspecified)
  0.0	-2	9	1	2	0	0	1	0	3
(45) CCCC(=O)Nc1sc(C)c(C)c1C#N
  -0.7	-3	5	-5	2	-1	-1	5	3	-2
(46) CCN(C(=O)COC(=O)CNC(=O)C12CC3CC(CC(C3)C1)C2)C1CCS(=O)(=O)C1 (stereo unspecified)
  0.3	0	-17	-1	1	3	3	-12	6	12
(47) COc1ccc(NC(=O)Cn2ccc(C(F)(F)F)n2)cc1S(=O)(=O)N1CCOCC1
  0.3	-2	-2	-1	-2	4	2	-2	-1	1
(48) NC(Cc1ccc(F)cc1)c1csc(Nc2ccc(C(F)(F)F)cn2)n1 (stereo unspecified)
  0.3	2	-2	7	-1	9	1	5	-2	3
(49) CCc1ccc(NC(=O)C2CCN(S(=O)(=O)c3ccc4c(c3)NC(=O)CO4)CC2)cc1
  -0.5	6	-9	6	1	-7	-3	-11	-2	7
(50) O=C(CCCc1ccccc1)NCCS(=O)(=O)N1CCN(c2ccccc2)CC1
  0.6	-3	-9	12	-2	-5	1	2	-4	-10
(51) O=C(Nc1cccc(S(=O)(=O)N2CCCCC2)c1)c1c2c(nc3ccccc13)CCN(Cc1ccccc1)C2
  -0.4	2	18	5	-48	-4	-2	-16	-5	-2
